Compound activity: PubChem BioAssay, National Center for Advancing Translational Sciences (NCATS)
TR SRC2 fluor cs – counter-screen for TRb-SRC2 inhibitors: fluorescence interference; TRb/SRC2 Texas Red total fluorescence interference; Potency, µM (series often up to 106 µM), inactives show top-dose fluorescence change, negative = quenching; hit rate 0.29% among 280,000; active means well fitted curve in either direction with a large enough effect; inconclusive means small, poorly fitted or top-dose-only effect; further: on the % scale 0 is the no-effect control and ±100 the full control effect
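Flags fluorescent or light-absorbing compounds by total fluorescence, S + 2P, at 555 nm excitation and 632 nm emission. Mixture: 20 nM Texas Red SRC2 peptide, 0.6 uM human TRb LBD, 1 uM T3, 5% DMSO; compound exposure 5 h at ambient temperature.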
Tau fluor cs – counter-screen for tau fibril formation inhibitors; tau K18 P301L Alexa594 fluorescence, heparin fibrillization; Potency, µM (series often up to 57.7 µM), for inactives: at the highest dose activity change, negative = decrease; hit rate 0.93% among 280,000; further: on the % scale 0 is the no-effect control and ±100 the full control effect; nearly all actives have a fitted effect of over 55% in size
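Human tau K18 P301L (15 uM unlabeled, 0.24 uM Alexa 594-labeled) in 100 mM sodium acetate pH 7 with 20 uM heparin, 6 hr at 37 C. ThT 30 uM added, 1 hr ambient; Alexa 594 FP and total fluorescence read at 555/632 nm.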
L3MBTL1 block – L3MBTL1 (human) inhibition; Q9Y468; AlphaScreen L3MBTL1–H3K9me1 peptide binding; Potency, µM (highest dose often 57.1 µM), inactives show at the top dose activity, negative = inhibition, usual class: inhibitors; hit rate 0.66% among 230,000; AID 485360; further: on the % scale 0 is the no-effect control and ±100 the full control effect; nearly all actives have a fitted effect of over 60% in size
Target sequence (Q9Y468 whole entry, looked up): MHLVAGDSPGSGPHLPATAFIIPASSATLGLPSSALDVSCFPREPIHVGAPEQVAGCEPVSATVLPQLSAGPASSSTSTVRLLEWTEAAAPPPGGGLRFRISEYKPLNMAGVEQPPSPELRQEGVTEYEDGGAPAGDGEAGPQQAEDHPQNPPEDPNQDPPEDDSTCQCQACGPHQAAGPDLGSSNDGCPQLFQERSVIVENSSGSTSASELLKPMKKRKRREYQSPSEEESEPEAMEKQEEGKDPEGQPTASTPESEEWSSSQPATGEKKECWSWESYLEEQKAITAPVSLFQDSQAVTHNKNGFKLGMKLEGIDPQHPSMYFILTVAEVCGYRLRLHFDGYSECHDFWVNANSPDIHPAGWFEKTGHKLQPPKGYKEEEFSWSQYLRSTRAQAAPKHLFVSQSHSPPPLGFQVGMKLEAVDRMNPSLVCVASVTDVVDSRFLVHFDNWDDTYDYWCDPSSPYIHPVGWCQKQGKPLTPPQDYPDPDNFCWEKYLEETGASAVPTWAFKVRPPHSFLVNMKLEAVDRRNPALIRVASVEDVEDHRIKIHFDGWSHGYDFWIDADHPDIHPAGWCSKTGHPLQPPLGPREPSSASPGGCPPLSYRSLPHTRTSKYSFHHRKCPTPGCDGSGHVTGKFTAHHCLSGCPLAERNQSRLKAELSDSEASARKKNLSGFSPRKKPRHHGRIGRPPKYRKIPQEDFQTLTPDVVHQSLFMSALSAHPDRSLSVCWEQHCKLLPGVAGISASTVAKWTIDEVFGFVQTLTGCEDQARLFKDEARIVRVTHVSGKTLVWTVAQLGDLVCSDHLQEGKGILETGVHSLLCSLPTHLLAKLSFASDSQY
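Displacement of a biotinylated histone H3(1-15) peptide monomethylated at Lys9 (75 nM) from L3MBTL1 (50 nM) was measured by AlphaScreen after a 30 min room-temperature compound incubation; cefsulodin titration served as intraplate control.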
Tau ThT inhib – tau fibrillization inhibition (ThT binding). P10636. recombinant tau K18 P301L (four-repeat tau fragment), heparin-induced fibrillization, ThT fluorescence. Potency, µM (doses to about 57.4 µM), for inactives: at the highest dose activity, negative = inhibition, hits mostly inhibitors. hit rate 2.1% among 270,000. AID 1460; further: on the % scale 0 is the no-effect control and ±100 the full control effect; nearly all actives have a fitted effect of over 55% in size
Target sequence (P10636 561-689 P618L limits assumed): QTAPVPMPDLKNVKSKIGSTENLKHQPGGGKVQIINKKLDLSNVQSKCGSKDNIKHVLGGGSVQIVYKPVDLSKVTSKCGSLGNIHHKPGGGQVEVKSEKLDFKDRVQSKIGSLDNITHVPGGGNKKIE
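Heparin-induced fibrillization of the P301L-mutant K18 repeat-domain fragment of human tau was followed by ThT binding in quantitative high-throughput format.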
HTT ATP protect – protects HTT-Q103 PC12 cells, measured by ATP; hit rate 0.14% among 230,000; Potency, µM (series often up to 56.4 µM), without a hit: cytoprotection (ATP increase), usual class: activators; PC12 HTT-Q103 induced, cytoprotection, ATP luminescence, 40 h; AID 1471;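 further: % of control where 0% means no effect; nearly all actives have a fitted effect of over 45% in size; toxic huntingtin expression switched on by the ecdysone agonist tebufenozide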
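Compounds were screened for protection of PC12 cells against cell death after tebufenozide induction (100 nM final) of mutant Huntingtin exon 1 (Q103) fused to GFP.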
Tau fibril FP – tau fibrillization inhibition (FP); Potency, µM (highest dose often 57.7 µM), for inactives: at the highest dose activity, negative = inhibition, actives largely listed as inhibitors; AID 1468; K18 P301L tau heparin fibrillization, Alexa594 FP, 6 h; P10636; hit rate 0.39% among 280,000; further: on the % scale 0 is the no-effect control and ±100 the full control effect; nearly all actives have a fitted effect of over 55% in size
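Recombinant K18 P301L […], labeled with Alexa 594 at 0.24 uM over 15 uM unlabeled; heparin inducer 20 uM final; 37 C, 6 hr; FP endpoint.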
RECQ1 inh – inhibitors of human RECQ1 DNA helicase. RECQ1 DNA unwinding, red fluorescence kinetic read. Potency, µM (doses to about 57.3 µM), for the others: at the top dose activity, negative = inhibition, actives largely listed as inhibitors. hit rate 0.54% among 240,000;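 further: plate controls were vehicle for no effect and no enzyme for full effect; nearly all actives have a fitted effect of over 30% in size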
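50 nM RECQ1T1 preincubated 15 min with compound in Tris pH 8.0 buffer with MgCl2, DTT, Tween-20 and 2.5 ug/ml poly(dI-dC); started with 200 nM TAMRA/BHQ-2 forked duplex and 2 mM ATP. Unwinding read as fluorescence (525/598 nm), two reads 2 h apart.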
TRb-SRC2 inh – disrupts binding of human TR beta to SRC2; hit rate 0.065% among 280,000; TRbeta-SRC2 peptide binding, fluorescence polarization; receptor liganded with 1 µM T3; Potency, µM (titrated, usually from 106 µM), for inactives: at the highest dose activity change, negative = inhibition, most hits filed as inhibitors; AID 1469;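 further: plate controls were bound peptide for no effect and peptide without receptor for full effect; nearly all actives have a fitted effect of over 50% in size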
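Human TRb ligand-binding domain (0.6 uM) is mixed with 20 nM Texas Red SRC2 peptide and 1 uM T3; after compound addition and 5 hr at ambient temperature, polarization is measured and normalized to unbound and bound controls.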
Starred values were filed as active, the others as inactive; i = inactive; ? = inconclusive; · = no result given; & = joins results of further samples; [ ] = remark or other dose. Unless noted, the call rests on the fitted dose curve; in most records, active means well fitted curve in the direction sought with a large enough effect; inconclusive means small, poorly fitted or top-dose-only effect, or another doubt; inactive means no such curve, though single readings can be large; an effect the other way counts as inactive or inconclusive. Potency means the concentration at half of the fitted maximal effect. This is a subset, so the mix of outcomes need not match the whole.

SMILES	TR SRC2 fluor cs	Tau fluor cs	L3MBTL1 block	Tau ThT inhib	HTT ATP protect	Tau fibril FP	RECQ1 inh	TRb-SRC2 inh
COc1ccc(OC)c(C(=O)CSc2nnc(-c3ccc(OC)c(OC)c3)o2)c1	-6%	2%	·	-6%	-20%[10 µM]	-3%	-16%	5%
Cc1ccc(CNC(=O)CCCn2c(=O)[nH]c3ccc(Br)cc3c2=O)cc1	-1%	-13%	·	-9%	·	-12%	·	-7%
CCOC(=O)C1CCN(S(=O)(=O)c2ccc(OC)c(Cl)c2)CC1	0%	-10%	11%	3%	-31%[inhibitor][1.9 µM]	-12%	i	2%
O=C(CC1CS(=O)(=O)CC1CC(=O)Nc1ccc2c(c1)OCCO2)Nc1ccc2c(c1)OCCO2 (configuration not stated)	-9%	-11%	19%	6%	-24%[10 µM]	-7%	4%	0%
CCOc1ccc(N=C(NC#N)SC)cc1	-1%	11%	-1%	-6%	-1%	9%	-11%	-12%
COc1cc(Nc2nc3c(S(=O)(=O)c4cccc(Cl)c4)nnn3c3ccsc23)cc(OC)c1	1%	-9%	·	8%	·	-12%	·	-2%
CCN(CC)CCC(c1ccc(N(C)C)cc1)c1c(OC)cc(OC)c2c(-c3ccccc3)cc(=O)oc12 (configuration not stated)	-2%&-3%	-9%	·	-10%	-10%[10 µM]	3%	-2%&-12%	-7%&1%
Cc1nc(S(=O)(=O)N2CCN(c3cccc(Cl)c3)CC2)cn1C	0%	-3%	·	3%	·	-3%	·	-6%
CC(C)CCn1c(/C=C/c2ccccc2)nc2ccccc21	-3%	-27%	·	?	·	1%	·	5%
CCC(c1nnnn1C(C)(C)CC)N1CCN(c2ccccc2F)CC1 (configuration not stated)	1%	-3%	10%	-4%	5%[10 µM]	4%	i	-6%
O=C(Nc1nnc(C2COc3ccccc3O2)o1)c1ccc(F)cc1 (configuration not stated)	4%	-5%	17%	?	21%[10 µM]	3%	0%	-7%
COc1ccc(CN(C(=O)Cn2nnc(-c3ccc(C)o3)n2)C(C(=O)NCC2CCCO2)c2ccco2)cc1 (configuration not stated)	-2%	-17%	-21%	?	-46%[inhibitor][10 µM]	8%[2.34 µM]	-11%	-3%
CCNC(=S)NNC(=O)C1CCCCC1	3%	-3%	·	0%	15%	1%	14%	-4%
Cc1ccccc1C(=O)N1CCC(C(=O)N2CCN(S(=O)(=O)c3ccccc3F)CC2)CC1	2%	-2%	19%	-2%	-36%[inhibitor]	-1%	i	11%
COc1cccc(CNC(=O)c2cc3cccc4c3n2CC(C)S4)c1OC (configuration not stated)	-3%	-30%	·	-14%	·	-12%	·	0%
CCCCn1c(N)c(N(Cc2ccccc2OC)C(=O)COc2ccccc2C#N)c(=O)[nH]c1=O	-4%	-11%	11%	-9%	3%[10 µM]	-9%	i	2%
Cn1c(N)c(C(=O)CSc2nc(N)cc(=O)[nH]2)c(=O)n(C)c1=O	-6%	5%	·	7%	-36%[inhibitor]	3%	7%	-6%
O=[N+]([O-])c1ccc(N2CCCCC2)cc1N1CCOCC1	0%	-6%	-8%	?	-11%	-11%	-3%	-7%
Cc1ccc(NC(=O)CSc2n[nH]c(-c3ccncc3)n2)cc1	0%	-1%	-2%	3%	-8%	2%	-13%	-1%
COc1cc(C2C(C(C)=O)=C(O)C(=O)N2c2ccc(C)cc2)ccc1O (configuration not stated)	2%	-15%	-3%	-19%	0%[10 µM]	-13%	-8%	2%
Cc1ccnc2nc(C(=O)OCC(=O)c3c[nH]c4ccccc34)nn12	-10%	-21%	-8%	?	15%[10 µM]	-1%	i	2%
Cc1cccc(N(CC(=O)NCCSCc2ccccc2)S(C)(=O)=O)c1C	-3%	-18%	·	0%	-32%	0%	i	0%
COC(=O)c1cc(OC)c(OC)cc1NC(=O)c1ccoc1C	-7%	-3%	3%	-7%	8%[10 µM]	-6%	-4%	1%
CCOc1ccc(N2CC(=O)Nc3ccccc3NCC2=O)cc1	-3%	-10%	-3%	-15%	-2%[10 µM]	-2%	1%	-2%
Cc1c(Cl)cccc1NC(=O)CN1C(=O)COc2ccc(S(=O)(=O)N3CCOCC3)cc21	0%	-2%	·	5%	·	-5%	·	-8%
COCC(=O)NC1CC2CCCC(C1)N2Cc1ccccc1 (configuration not stated)	6%	1%	4%	2%	8%[10 µM]	15%	1%	3%
CC1(C)CC(=O)C2=C(C1)OC(N)=C(C#N)C2c1cccc(OC(=O)c2ccco2)c1 (configuration not stated)	-5%	-24%	-8%	-23%	-9%[10 µM]	3%	-6%	-2%
CCOC(=O)C(=O)Nc1nccs1	1%	2%	13%	-3%	18%[10 µM]	5%	i	-4%
O=C(CS(=O)(=O)c1cccc2nsnc12)NCc1ccc(Cl)cc1	1.8µM*[quencher]	-1%	·	1%	·	1%	·	-18%
CCCC(=O)Nc1ccc2c(c1)C(=O)NC2=O	-2%	-4%	7%	3%	-10%[10 µM]	-1%	-1%	5%
Cc1ccc(/C=N/NC(=O)c2ccccc2OCc2ccc(F)cc2)o1	-3%	-8%	-11%	4%	·	?	-14%	0%
Cc1ccc(-c2nnc(Nc3ccc(Br)cc3)c3ccccc23)cc1S(=O)(=O)NCC1CCCO1 (configuration not stated)	-2%	?	·	7%	·	?	·	6%
Cc1ccc2nc(N(CCN(C)C)C(=O)/C=C/c3cccs3)sc2c1	-1%	-21%	-3%	-10%	·	-5%	1%	-5%
Cc1ccc(C23CC4CC(CC(CC(=O)N5CCOCC5)(C4)C2)C3)cc1	-1%	1%	-1%	-5%	10%[10 µM]	2%	1%	3%
Cc1ccc(C(=O)NCC(=O)NCC(=O)OCC(=O)c2cccs2)cc1	1%	-2%	1%	-4%	·	5%	-9%	5%
Brc1ccc(-c2cnc(-c3cccs3)o2)cc1	-3%	-19%	18%	?	-11%	-13%	-3%	3%
Cc1ccc2nsnc2c1S(=O)(=O)NCc1ccncc1	-1%	-8%	-7%	-9%	-17%[0.074 µM]	-8%	0%	-13%
CN(C)CCNc1nc(-c2ccccc2)c2c(c1C#N)CC(C)(C)OC2	2%	-13%	·	-13%	12%	0%	-4%	5%
O=C(NC1CCCCC1)c1cc(C(=O)c2ccccc2Br)c[nH]1	-1%	3%	1%	4%	-76%	7%	i	-3%
CCCCOC(=O)COc1ccc(Cl)cc1Cl	-3%[201 µM]	·	40%[activator]	·	-13%	·	-2%	4%[201 µM]
O=C(c1ccc([N+](=O)[O-])cc1)N1CCN(c2cccc3[nH]ccc23)CC1	-8%	-19%	-8%	-9%	21%[10 µM]	11%	-1%	-2%
Brc1ccc(Sc2cnc3ccccc3n2)cc1	-1%	-3%	·	-4%	3%	0%	-5%	5%
C=CCN1CCc2cc(O)c(O)cc2C(c2ccccc2)C1 (configuration not stated)	0%	-12%	-14%	-19%	·	-5%	-8%	6%
CCC1CCCCN1CCCNC(=O)c1sc2nc(C)cc(C)c2c1-n1cccc1 (configuration not stated)	-2%	-6%	·	?	·	0%	·	-1%
Cc1ccc(Nc2c(-c3ccc(C)o3)nc3cccc(C)n23)cc1	-2%	?	·	?	·	-11%	·	4%
COc1ccc(CCn2c(C)cc3c(c2=O)C(c2ccncc2)C(C#N)=C(N)O3)cc1OC (configuration not stated)	-2%	-11%	-3%	-11%	-31%	-4%	12%	3%
COC(=O)C1CCN(Cc2cn(-c3ccccc3)nc2-c2ccc3c(c2)OCO3)CC1	-1%	-23%	-15%	-11%	13%[10 µM]	-10%	-9%	-13%
Cc1ccc2[nH]c(CSc3nnc(NC(=O)COc4ccc(F)cc4)s3)cc(=O)c2c1	-2%	-4%	·	14%	·	?	·	-5%
CCOC(=O)C1CCCN(C(=O)Cn2ncc3c(C)n(Cc4ccc(Cl)cc4)c(C)c3c2=O)C1 (configuration not stated)	0%	-4%	·	-14%	·	-4%	·	-5%
COc1ccc(C(=O)CSc2nnc(CNc3nc(-c4ccccc4)cs3)n2C)cc1	-1%	-21%	-3%	?	-5%[10 µM]	13%	-10%	6%

One compound at a time (already shown). Order of screens: TR SRC2 fluor cs	Tau fluor cs	L3MBTL1 block	Tau ThT inhib	HTT ATP protect	Tau fibril FP	RECQ1 inh	TRb-SRC2 inh
Shown for `Cc1ccc(/C=N/NC(=O)c2ccccc2OCc2ccc(F)cc2)o1` : -3%	-8%	-11%	4%	·	?	-14%	0%
Shown for `O=C(NC1CCCCC1)c1cc(C(=O)c2ccccc2Br)c[nH]1` : -1%	3%	1%	4%	-76%	7%	i	-3%

Additional records.
SMILES	TR SRC2 fluor cs	Tau fluor cs	L3MBTL1 block	Tau ThT inhib	HTT ATP protect	Tau fibril FP	RECQ1 inh	TRb-SRC2 inh
O=C(N/N=C/c1ccncc1)c1nc2ccccc2c(=O)[nH]1	-4%	0%	2%	?	15%[10 µM]	?	-5%	-2%
Cc1cc(C)cc(NC(=O)NCCn2nnc3cc(S(=O)(=O)N(C)C)ccc32)c1	-3%	-14%	·	-4%	·	-5%	·	-5%
COc1ccc2nc(N/C(N)=N/S(C)(=O)=O)nc(C)c2c1	0%	-6%	7%	-7%	11%[10 µM]	-3%	0%	5%
COc1ccc(NC(=O)CC#N)cc1OC	-4%	-5%	8%	-6%	-29%	-7%	-11%	-3%

Molecules listed so far that have a nitro group on carbon:
SMILES	TR SRC2 fluor cs	Tau fluor cs	L3MBTL1 block	Tau ThT inhib	HTT ATP protect	Tau fibril FP	RECQ1 inh	TRb-SRC2 inh
O=[N+]([O-])c1ccc(N2CCCCC2)cc1N1CCOCC1	0%	-6%	-8%	?	-11%	-11%	-3%	-7%
O=C(c1ccc([N+](=O)[O-])cc1)N1CCN(c2cccc3[nH]ccc23)CC1	-8%	-19%	-8%	-9%	21%[10 µM]	11%	-1%	-2%
